Vif-A3F inh: qHTS for Inhibitors of Vif-A3F Interactions: qHTS; 0.2% of 390,000 active; Potency, µM (top dose mostly 46.1 µM), for the others: at the top dose activity, negative = active; HeLa A3F-eYFP + Vif (tagged APOBEC3F with the HIV-1 protein that degrades it), YFP fluorescence increase; also: potency is read from the fitted curve at half-maximal effect; % of control where 0% means no effect; nearly all actives have a fitted effect of over 65% in size
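HeLa cells stably expressing Vif plus C-terminally eYFP-tagged A3F were seeded, incubated overnight at 37 deg C, dosed with compound, incubated overnight again at 37 deg C. Yellow fluorescence (Ex 488/Em 500-530) reported blocked Vif-mediated A3F-eYFP degradation.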
mIDH1 inhibitor: qHTS for Inhibitors of mutant isocitrate dehydrogenase 1 (IDH1): qHTS | Potency, µM (doses to about 76.6 µM), without a hit: at the highest dose activity change, negative = inhibition, hits mostly inhibitors | AID 602179, 2012 | Isocitrate dehydrogenase [NADP] cytoplasmic (Homo sapiens), O75874 | 0.093% of 390,000 active | IDH1-R132H enzyme, NADPH consumption, diaphorase/resazurin fluorescence; also: potency is read from the fitted curve at half-maximal effect; % is scaled to controls: 0 for no effect and ±100 for the full control effect; nearly all actives have a fitted effect of over 65% in size
Target sequence (O75874 whole entry R132H, stated change not applied): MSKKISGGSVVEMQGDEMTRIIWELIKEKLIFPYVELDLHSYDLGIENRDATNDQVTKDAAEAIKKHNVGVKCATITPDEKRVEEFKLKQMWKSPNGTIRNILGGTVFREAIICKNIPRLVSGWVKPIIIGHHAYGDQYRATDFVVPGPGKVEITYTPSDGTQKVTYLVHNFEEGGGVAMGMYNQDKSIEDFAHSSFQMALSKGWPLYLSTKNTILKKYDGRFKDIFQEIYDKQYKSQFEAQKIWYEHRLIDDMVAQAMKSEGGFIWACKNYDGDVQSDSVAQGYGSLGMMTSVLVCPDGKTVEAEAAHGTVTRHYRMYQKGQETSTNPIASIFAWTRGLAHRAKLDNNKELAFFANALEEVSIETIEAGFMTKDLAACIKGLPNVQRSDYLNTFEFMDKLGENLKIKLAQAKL
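IDH1-R132H (0.5 ug/mL dispensed) in pH 7.5 Tris buffer was preincubated 30 min with compound, then given a substrate mix of 0.016 mM NADPH and 2 mM alpha-KG for 80 min at room temperature; remaining NADPH was read by diaphorase/resazurin fluorescence.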
TrxR1 substrate: qHTS Assay for Substrates of Mammalian Selenoprotein Thioredoxin Reductase 1 (TrxR1): qHTS; Thioredoxin reductase 1, cytoplasmic (Rattus norvegicus), O89049; purified TrxR1 substrate turnover, NADPH consumption readout; Potency, µM (series often up to 114 µM), inactives show at the top dose activity change, negative = substrate turnover; 0.01% of 390,000 active; AID 588456, 2011; also: potency is read from the fitted curve at half-maximal effect; % is scaled to controls: 0 for no effect and ±100 for the full control effect; nearly all actives have a fitted effect of over 50% in size
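Rat TrxR1, dispensed at 90 nM, was prereduced with 400 uM NADPH (final) for 5 min at ~22 deg C, then incubated with compound 15 min before 400 uM selenite. A first-read NADPH fluorescence drop versus no-compound background flagged substrates.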
USP1 inh: Inhibitors of USP1/UAF1: Primary Screen; recombinant USP1/UAF1, Ub-Rhodamine cleavage fluorescence; Potency, µM (series often up to 57.1 µM), inactives show top-dose activity change, negative = inhibition, actives largely listed as inhibitors; 0.23% of 390,000 active; also: potency is read from the fitted curve at half-maximal effect; % is scaled to controls: 0 for no effect and ±100 for the full control effect; nearly all actives have a fitted effect of over 60% in size; inactives centre near -12
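In this screen, compounds sit with the deubiquitinase complex (1nM) for 15 min at room temperature before Ub-Rho is added at 150nM final. Fluorescence rise is then followed for 6 reads every 60 seconds.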
Glioma ERSR ind: qHTS for Inducers of the Endoplasmic Reticulum Stress Response (ERSR) in Human Glioma: qHTS; U87-MG GRP78 promoter luciferase reporter, 16 h; AID 602332, 2012; Potency, µM, for inactives: top-dose activation, actives largely listed as activators; 0.02% of 420,000 active; also: potency is read from the fitted curve at half-maximal effect; series mostly up to about 76 µM; % of control where 0% means no effect; nearly all actives have a fitted effect of over 35% in size
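Stably transfected U87-MG glioma cells carrying a GRP78-based luciferase sensor; 16 h compound incubation. Luminescence end-point read 10 min after Bright-Glo addition at room temperature.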
RXFP1 ag: qHTS Assay for Agonists of the Relaxin Receptor RXFP1. Relaxin receptor 1 (Homo sapiens), Q9HBX9. HEK293T-RXFP1 cAMP TR-FRET, 30 min; response scale: percent of porcine relaxin response, buffer zero. Potency, µM (doses to about 57.5 µM), without a hit: at the highest dose activation, hits mostly activators. 0.3% of 370,000 active; also: potency is read from the fitted curve at half-maximal effect; % is scaled to controls: 0 for no effect and ±100 for the full control effect; nearly all actives have a fitted effect of over 60% in size; many of its hits are not listed in these tables
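HEK293 cells stably expressing RXFP1, treated 30 min at 37C with compounds plus PDE4 inhibitor Ro 20174; cAMP measured by HTRF TR-FRET. Normalized to buffer and 29 nM porcine relaxin; EC50 by Hill fit.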
PI4K2A inh: qHTS for small molecular inhibitors of PI4K2A. Phosphatidylinositol 4-kinase type 2-alpha (Homo sapiens), Q9BTU6. purified PI4K2A, ADP-Glo luminescence, 1 h; hits give low values. activity change, negative = inhibition, % at 76.9 µM. 0.13% of 420,000 active. AID 1346378, 2018; in the data active = activity change below about -50%; inconclusive = mostly about -30% to -49%;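 also: -100% = wells without enzyme as full effect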
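PI4K2A activity was measured by ADP-Glo luminescence: enzyme (4 ug/mL stock) and phosphatidylinositol (1.2 mM stock) in Tris pH 7.5/MgCl2/EGTA/Triton X-100 buffer were reacted with ATP (300 microM stock) for one hour at ambient temperature.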
Vif-A3G inh: qHTS for Inhibitors of Vif-A3G Interactions: qHTS. 0.076% of 410,000 active. Potency, µM (top dose mostly 46.1 µM), without a hit: at the highest dose activity, negative = active, usual class: inhibitors. DNA dC->dU-editing enzyme APOBEC-3G (Homo sapiens), Q9HC16. HeLa A3G-eYFP + Vif (tagged APOBEC3G with the HIV-1 protein that degrades it), YFP fluorescence, overnight;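 also: potency is read from the fitted curve at half-maximal effect; % is scaled to controls: 0 for no effect and ±100 for the full control effect; nearly all actives have a fitted effect of over 60% in size; hits raise eYFP signal because A3G escapes Vif-driven loss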
Target sequence (Q9HC16 whole entry, looked up): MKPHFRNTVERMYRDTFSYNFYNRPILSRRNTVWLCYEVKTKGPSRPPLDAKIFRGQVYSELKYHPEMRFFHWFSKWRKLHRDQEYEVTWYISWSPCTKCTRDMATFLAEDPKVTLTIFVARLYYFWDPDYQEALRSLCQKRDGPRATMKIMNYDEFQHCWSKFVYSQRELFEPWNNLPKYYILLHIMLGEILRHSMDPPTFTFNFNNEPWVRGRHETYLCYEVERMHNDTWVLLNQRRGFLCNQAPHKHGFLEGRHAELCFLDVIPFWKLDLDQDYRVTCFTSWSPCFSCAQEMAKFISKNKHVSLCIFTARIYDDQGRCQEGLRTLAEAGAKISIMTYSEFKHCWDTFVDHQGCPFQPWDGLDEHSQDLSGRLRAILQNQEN
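HeLa cells stably expressing Vif and C-terminally eYFP-tagged A3G, seeded overnight at 37 deg C, then exposed to compound by pintool overnight at 37 deg C. Rise in yellow fluorescence (Ex 488/Em 500-530, Acumen) marks blocked Vif-driven A3G degradation.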
LDHA block: qHTS assay for inhibitors of human lactate dehydrogenase | L-lactate dehydrogenase A chain (Homo sapiens), P00338 | purified LDHA, NADH/diaphorase-resazurin fluorescence; hits give low values | activity change, % (values are at about 110 or 230 µM) | 0.15% of 480,000 active | AID 1347041, 2019; in the data active = activity change below about -30%; inconclusive = mostly about -25% to -30%;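 also: plate controls were DMSO wells for no effect and wells without enzyme for full effect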
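Human LDH5 at 2 nM final in Tris HCl pH 7.4 with 0.06 mM NADH and 0.2 mM pyruvate, reacted 5 minutes at room temperature. Remaining NADH coupled via diaphorase/resazurin; resorufin fluorescence read at 0 and 20 minutes, normalized to enzyme-free and DMSO wells.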
* = called active by the depositor; ? = inconclusive; · = not tested or not shown; & = joins results of further samples; [ ] = another dose, or the depositor's remark. Unless noted, calls follow the shape of the dose curve; as a rule, active = well fitted curve in the direction sought with a large enough effect; inconclusive = small, poorly fitted or top-dose-only effect, or another doubt; inactive = no such curve, though single readings can be large; an effect the other way counts as inactive or inconclusive. Some of the compounds tested; rates above refer to the full screens.

Values run as follows: TrxR1 substrate	Vif-A3G inh	LDHA block	Vif-A3F inh	mIDH1 inhibitor	Glioma ERSR ind	RXFP1 ag	PI4K2A inh	USP1 inh
1: COc1ccc(-c2nc(CS(=O)CC(=O)NCc3cccnc3)c(C)o2)cc1OC (configuration not stated)
→ 12%[57.1 µM]	4%	1	3%	-3%	-2%	-0.5%	-11	-6%
2: N#CC1(c2c(O)nc3n(c2=O)CCCS3)CCCCC1
→ 12%	0%	-4	-9%	8%	-2%	1.0%	6	-4%
3: O=C(N/N=C/c1ccco1)c1cc(-c2ccccc2)n[nH]1
→ -6%	4%	-8	-1%	1%	10%	1.3%	-4	0%
4: Cc1ccc(C2(c3noc(CN4CCOCC4)n3)CCCC2)cc1
→ 5%	0%	-11	1%	6%	-3%	1.5%	1	2%
5: O=C(CSc1ccc2nnc(-c3ccccn3)n2n1)N1CCOCC1
→ 28%	1%	-1	4%	0%	-3%	18%	-5	-27%
6: O=C(CSc1nc2ccccc2o1)Nc1nccs1
→ -4%[57.1 µM]	-9%	-1	?	1%	3%	-0.7%	4	-22%
7: COc1ccc(CC(=O)OCC(=O)NCc2ccc3c(c2)OCO3)cc1OC
→ 10%[57.1 µM]	3%	0	-2%	5%	-2%	·	1	-12%
8: CC(C)(C)C1CCC(=NNC(=O)c2cc3c(s2)CCCC3)CC1 (configuration not stated)
→ -4%	?	-9	-17%	6%	-2%	0.8%	1	1%
9: CCC(C)N(C)C1CCN(C(=S)Nc2ccc(OC)cc2)CC1 (configuration not stated)
→ 3%	-1%	-2	22%	10%	1%	-0.1%	7	-15%
10: O=C(COc1nsnc1N1CCOCC1)Nc1ccc(Br)cc1
→ -1%	-5%	-5	2%	-1%	-4%	0.3%	-2	-5%
11: COc1ccc([C@@]2(O)c3c(ccc(CC=C(C)C)c3O)NC(=O)[C@@H]2OC)cc1
→ -8%	-5%	-1	8%	-19%	-3%	0.0%	0	-14%
12: CCOc1ccccc1CNCCN1CCOCC1
→ 16%	1%	-5	-4%	5%	0%	-2.4%	2	-20%
13: Cn1c2ccccc2c(=O)c2ccc(NCCc3cccs3)cc21
→ 72%[activator]	-6%	1	-2%	-3%	-8%	·	-17	?
14: CN(C)CCCN(C(=O)c1ccc(C(=O)c2ccccc2)cc1)c1nc2c(F)cccc2s1
→ -3%	4%	-4	?	-5%	7%	-0.4%	-5&-3	-4%
15: COc1ccccc1N(CC(=O)NCc1ccccc1)S(C)(=O)=O
→ -7%	1%	-3	·	3%	5%	-0.4%	-9	3%
16: CN1CCc2c(sc3nc(NCCO)n(-c4cccc(Cl)c4)c(=O)c23)C1
→ 33%[activator]	-8%	2	8%	-10%	0%	0.0%	-1	-14%
17: COc1cc(C(=O)OCC(=O)Nc2cc(C)on2)ccc1OCc1ccccc1Cl
→ 0%	1%	-3	-6%	5%	-1%	1.0%	4	-13%
18: COCCN(C(=S)Nc1ccc(OC)c(Cl)c1)C1CCN(C(C)C)CC1
→ 14%	1%	-7	3%	-1%	-1%	3.1%	1	-3%
19: CCOc1cc(C(=O)NC(C)c2ccncc2)cc(OCC)c1OCC (configuration not stated)
→ 6%[2.29 µM]	1%	-7	-16%	-1%	-2%	-0.4%	2	-6%
20: COc1ccccc1C(=O)COC(=O)CNS(=O)(=O)c1ccc(NC(C)=O)cc1
→ -3%	2%	1	4%	-9%	-5%	-2.2%	-6	4%
21: CCN(CC)C(=O)c1cccc(-c2csc(C(NC(C)=O)c3ccc(F)c(F)c3)n2)c1 (configuration not stated)
→ ·	-8%	-6	·	·	2%	·	-1	·
22: CC(Oc1ccc(Cl)cc1Cl)C(=O)N(Cc1ccco1)C1CCS(=O)(=O)C1 (configuration not stated)
→ 9%[57.1 µM]	0%	-1	-3%	6%	-3%	3.0%	-2	-11%
23: Cc1ccc(S(=O)(=O)N2c3ccccc3NC(=O)CC2C)cc1 (configuration not stated)
→ 4%	3%	3	0%	-4%	0%	0.5%	1	-6%
24: O=C(Nc1cccc(-c2nn[nH]n2)c1)c1ccc(Cl)s1
→ 0%	-1%	-4	2%	-2%	-6%	2.0%	-2	-22%
25: COCCNC(=O)CCCN1C(=O)CCn2nc(-c3cccn3C)cc21
→ -2%[57.1 µM]	-2%	0	1%	-1%	-4%	3.4%	-5	-22%
26: CC(C)COc1ccc(C(=O)Nc2sc3c(c2C(=O)O)CC(C)(C)OC3)cc1
→ -1%[57.1 µM]	0%	-2	7%	-10%	-3%	0.1%	0	-23%
27: CC(C)CCNC(=O)C1CCC(=O)N1C(C)C (configuration not stated)
→ -3%	2%	-3	-3%	4%	-4%	3.5%	2	2%
28: CCCC1c2ccsc2CCN1C(=S)NC (configuration not stated)
→ -6%	2%	-3	4%	-6%	0%	0.0%	2	-12%
29: CCCCOC(=O)NC1CCS(=O)(=O)C1 (configuration not stated)
→ -7%	1%	-8	-3%	8%	-2%	-1.4%	-4	-2%
30: CC(C)Oc1ccc(C2NC(=O)c3ccccc3O2)cc1 (configuration not stated)
→ 5%[57.1 µM]	1%	-3	-9%	3%	-7%	-0.9%	4	5%

Rewritten as tab-separated lines: 8 of the compounds above.
entry	canonical_smiles	TrxR1 substrate	Vif-A3G inh	LDHA block	Vif-A3F inh	mIDH1 inhibitor	Glioma ERSR ind	RXFP1 ag	PI4K2A inh	USP1 inh
23	Cc1ccc(S(=O)(=O)N2c3ccccc3NC(=O)CC2C)cc1 (configuration not stated)	4%	3%	3	0%	-4%	0%	0.5%	1	-6%
24	O=C(Nc1cccc(-c2nn[nH]n2)c1)c1ccc(Cl)s1	0%	-1%	-4	2%	-2%	-6%	2.0%	-2	-22%
25	COCCNC(=O)CCCN1C(=O)CCn2nc(-c3cccn3C)cc21	-2%[57.1 µM]	-2%	0	1%	-1%	-4%	3.4%	-5	-22%
26	CC(C)COc1ccc(C(=O)Nc2sc3c(c2C(=O)O)CC(C)(C)OC3)cc1	-1%[57.1 µM]	0%	-2	7%	-10%	-3%	0.1%	0	-23%
27	CC(C)CCNC(=O)C1CCC(=O)N1C(C)C (configuration not stated)	-3%	2%	-3	-3%	4%	-4%	3.5%	2	2%
28	CCCC1c2ccsc2CCN1C(=S)NC (configuration not stated)	-6%	2%	-3	4%	-6%	0%	0.0%	2	-12%
29	CCCCOC(=O)NC1CCS(=O)(=O)C1 (configuration not stated)	-7%	1%	-8	-3%	8%	-2%	-1.4%	-4	-2%
30	CC(C)Oc1ccc(C2NC(=O)c3ccccc3O2)cc1 (configuration not stated)	5%[57.1 µM]	1%	-3	-9%	3%	-7%	-0.9%	4	5%

Other entries
Values run as follows: TrxR1 substrate	Vif-A3G inh	LDHA block	Vif-A3F inh	mIDH1 inhibitor	Glioma ERSR ind	RXFP1 ag	PI4K2A inh	USP1 inh
31: O=C(Nc1ccccn1)c1cc2ccccc2cc1O
→ -4%	-1%	15	-8%	2%	-2%	5.0%	1	-20%
32: CC1CCCCN1CCNC(=O)c1cc2c(-c3ccccc3F)nn(C)c2s1 (configuration not stated)
→ 50%[activator]	5%	0	3%	4%	-2%	1.6%	0	-25%
33: O=C1NC(=Nc2ccccc2)CS1
→ 5%	6%	-4	17%	1%	2%	-7.7%	4	0%
34: O=S(=O)(c1cc(Cl)sc1Cl)N1CCCC1
→ 1%	-1%	-1	-4%	-12%	3%	3.3%	-1	-27%
35: N#Cc1c(CSCC(=O)O)cc(=O)n2c1[nH]c1ccccc12
→ -4%	0%	-6	1%	4%	5%	5.1%	-6	-15%
36: CCCCOc1ccc(-c2cn3ccccc3n2)cc1[N+](=O)[O-]
→ 0%	2%	4	-5%	12%	2%	2.2%	-8	-27%
37: Cc1cccc(NC(=O)c2cccc(S(=O)(=O)NCc3ccccc3)c2)n1
→ -4%	-5%	0	2%	5%	-5%	-0.1%	2	-17%
38: Cc1ncnc(N)c1CCCNc1ccccc1
→ -8%	0%	3	5%	6%	-3%	·	-3	1%
39: CC(=O)c1ccc(NC(=O)Cn2c(=O)c3cccn3c3ccccc32)cc1
→ 1%	-28%	-4	-16%	-10%	-10%	-3.0%	-18	-11%

Source: PubChem BioAssay (National Center for Advancing Translational Sciences (NCATS))
